mcGAS RapidFire: mouse cGAS inhibition by mass spec; Q8C6L5; recombinant mouse cGAS, cGAMP by RapidFire MS; inhibition, % at 12.5 µM; actives 0.18% (n = 130,000); AID 1259397;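 active means inhibition of cGAS enzyme activity at or above 60%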;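 further: enzyme stimulated by 45 bp dsDNA with ATP and GTP substrates; cGAMP share of summed cGAMP plus half ATP and half GTP signals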
Target sequence (Q8C6L5 whole entry, looked up): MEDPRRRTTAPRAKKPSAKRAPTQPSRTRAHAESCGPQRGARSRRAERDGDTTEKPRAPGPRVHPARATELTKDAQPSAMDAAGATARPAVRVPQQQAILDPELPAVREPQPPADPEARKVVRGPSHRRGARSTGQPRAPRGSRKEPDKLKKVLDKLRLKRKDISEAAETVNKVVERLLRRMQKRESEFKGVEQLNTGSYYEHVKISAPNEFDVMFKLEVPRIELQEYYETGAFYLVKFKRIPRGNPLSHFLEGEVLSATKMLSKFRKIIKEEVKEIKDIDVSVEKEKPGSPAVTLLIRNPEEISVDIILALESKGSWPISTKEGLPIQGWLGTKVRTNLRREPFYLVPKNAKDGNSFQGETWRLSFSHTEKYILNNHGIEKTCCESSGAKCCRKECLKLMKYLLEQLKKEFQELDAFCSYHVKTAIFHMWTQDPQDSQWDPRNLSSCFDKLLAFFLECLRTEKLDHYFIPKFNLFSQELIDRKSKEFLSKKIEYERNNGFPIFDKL
* = called active by the depositor; & = joins results of further samples. An excerpt; rates above refer to the full screens.

SMILES | mcGAS RapidFire
O=C(CS(=O)(=O)c1nnc2ccccn12)Nc1ccc(Cl)cc1 | 0.5
N#Cc1cc(Cl)c(N2CCOCC2)cc1C#N | 1.7
Cc1nn(Cc2ccc(Cl)cc2Cl)c2sc(C(=O)N3CCNC(=O)C3)cc12 | -0.3
Cc1[nH]c(=S)c(C(N)=O)c(C)c1C | -7.9
O=C(O)C1CCCN(c2ccc(-n3ccnc3)nn2)C1 (configuration not stated) | -11.6
Cc1nnc(SC(C(N)=O)C(N)=O)s1 | -8.8
CNc1cc(-c2ccccc2OCCn2ccnc2)c2cc[nH]c2n1 | 0.3
C=CCNCC(=O)N(Cc1ccc2c(c1)OCO2)Cc1ccco1 | -8.4
O=C1OC(NC(=O)c2ccccc2)C(Br)=C1Br (configuration not stated) | -8.5
Cc1cccc(C)c1NC1=NC2CS(=O)(=O)CC2S1 (configuration not stated) | 10.6
N=C(N)c1ccc(N=NNc2ccc(C(=N)N)cc2)cc1 | 3.1
CCc1nccc(-c2nccn2CCOc2ccccc2F)n1 | -2.7
Cc1ccc(CNc2cccc(C(=O)N(C)CCC3CCOCC3)c2)cc1 | -7.2
Cn1cncc1-c1nc2c(cnn2Cc2cccc(F)c2)[nH]1 | 3.1
O=S(=O)(N1CCOCC1)N1CC(c2ccccn2)C1 | -19.0
COc1cc2c(cc1-c1nccn1Cc1noc(C(C)C)n1)CCC2 | -18.6
Cc1cc(C)n2ncc(CN3CCC(Cc4noc(C5CC5)n4)CC3)c2n1 | -19.7
N#Cc1cc(NC(=O)C2CCN(CC(F)(F)F)CC2)ccc1Cl | -5.0
CCn1ncc(CN(C)C(=O)COc2c(C)ccc(C)c2C)c1C | -15.6
COc1ccc(Br)cc1CN(C)S(=O)(=O)N1CCC(C)CC1 | -10.7
Cc1ccnn1-c1cc(SCC(=O)Nc2ccc(Cl)cc2C(F)(F)F)ncn1 | 10.9
O=C(O)CSc1nccc2c(OCc3ccc(F)cc3)cccc12 | 4.9
O=C(Nc1ccc2c(c1)CN(C(=O)CCCc1cccs1)CC2)c1ccccn1 | -14.6
CCCCNC(=O)CN1CCN(Cc2csc(C(C)(C)C)n2)CC1 | -10.2
Cc1cccc(CN(Cc2ccccc2)C(=O)c2nc(C)oc2C)n1 | -11.9

Next results:
SMILES | mcGAS RapidFire
C=CCNCc1nc(NCC=C)c2c(C)c(C(=O)OCC)sc2n1 | -3.8
CCc1nn(-c2ccccc2)c(Oc2ccccc2)c1CN(Cc1ccccc1)CC(O)CC (configuration not stated) | -3.1
COc1ccc(NC(=O)NCc2nnnn2C2CCCCC2)cc1OC | 19.8
O=C(Nc1ccccc1Oc1cccnc1)C1CCCN(C2Cc3ccccc3C2)C1 (configuration not stated) | -6.8&-2.5
CC(NC(=O)c1ccc(Br)s1)C(=O)Nc1cnc(C(C)(C)C)nc1 (configuration not stated) | -0.7
Clc1ccc(C2CC(c3ccc(Br)cc3)=Nc3nnnn32)c(Cl)c1 (configuration not stated) | -6.1
OCc1ccc(CNC2CCCSC2)o1 (configuration not stated) | -8.5
Cc1nn2c(ncc3c(=O)n(-c4ncn[nH]4)ccc32)c1-c1ccccc1 | -3.5
CNc1cccc(-c2cccc(S(C)(=O)=O)c2)n1 | -3.9
CCCc1cc(CNC(=O)COc2c(C)ccc(C)c2C)on1 | -13.1
COc1cccc2c3c(c(=O)[nH]c12)CC(C)(C)O3 | -21.4
O=c1[nH]c2ccc(S(=O)(=O)NC3CC3)cc2[nH]1 | 3.5
O=C(NN=Cc1cccc([N+](=O)[O-])c1)c1cc(-c2ccc3c4c(cccc24)CC3)n[nH]1 | -9.5
CCOc1ccccc1OC1CCN(C(=O)c2c[nH]c3ncccc23)CC1 | -2.7
COc1ccc(C2CCCN2Cn2nc(-c3ccc(F)cc3)n(C)c2=S)c(OC)c1 (configuration not stated) | -5.9
C#CCN(Cc1ccc(C)cc1)S(=O)(=O)c1ccccc1S(C)(=O)=O | -7.6
CCOC(=O)C(=O)NCC1CCCN1S(=O)(=O)c1ccc(OC)cc1 (configuration not stated) | 4.0
C#CCN=Cc1c(O)n(CC)c(=S)n(CC)c1=O | -5.3
CSc1nc2sc3c(c2c(=O)n1C)CC(C)(C)OC3 | -0.7
CC1(C(=O)NS(=O)(=O)c2cccs2)CCN1C(=O)Cc1ccc(-c2ccccc2)cc1 (configuration not stated) | -13.0
CC(C)CN(CC(O)c1ccc(F)cc1)c1cc(-n2ccnc2)ncn1 (configuration not stated) | -0.1
Nc1nc(N2CCOCC2)nc2c1C(C(=O)Nc1ccccc1)CC(=O)N2 (configuration not stated) | 4.5
CC(NC(=O)c1cn(Cc2ccccc2F)nn1)c1ccccc1-n1cccn1 (configuration not stated) | -7.2
CCOC(=O)CN1C(=O)c2ccccc2NC12CCNCC2 | -10.4
CCOC(=O)C1CCCN(C(=O)c2cc(Cn3nc(C)cc3C)[nH]n2)C1 (configuration not stated) | -10.8

(further entries)
SMILES | mcGAS RapidFire
O=C(c1cc([N+](=O)[O-])cc([N+](=O)[O-])c1)N1CCN(c2ccccn2)CC1 | 13.2
Cc1cc2c(cc1Br)N(S(=O)(=O)c1ccc3[nH]c(=O)oc3c1)CC(C)O2 (configuration not stated) | -2.0
Cc1nc2nc(C(=O)N3CCC(C)CC3)[nH]n2c(=O)c1C | 4.8
CNS(=O)(=O)c1ccc(CN2CCOC(CC3CCCCC3)C2)cc1 (configuration not stated) | -11.4
Cc1ccc(C)c(OCCNC2CCCNC2)c1 (configuration not stated) | -3.4
CC1c2ccsc2CCN1Cn1ncn(C(C)C)c1=S (configuration not stated) | -11.6
O=C1CC2(CCN(C(=O)c3ccccc3OC(F)(F)C(F)F)CC2)CN1 | -5.7
CC(CNC(=O)C1CCC(=O)NC1)c1c(Cl)cccc1Cl (configuration not stated) | -2.3
CCn1cnn(CN(C)Cc2cc(Br)ccc2OC)c1=S | 2.8
C=C(NN=c1sc2ccccc2n1C)c1ccccn1 | -5.4
CCOC(=O)C1(C)CCN1C(=O)c1cccc(Cl)c1 (configuration not stated) | -7.3
CCC(C)NC(=O)CN1CCCCC1CC (configuration not stated) | -14.5
CC(C)S(=O)(=O)N(C)C(=O)CC1C=CCC1 (configuration not stated) | -1.3
Cc1cccnc1NC(=O)Nc1ccc(N2CCCN(C)CC2)cc1 | -5.6
COc1cc2c(cc1C(=O)N(C)Cc1nc(C)no1)CCC2 | -6.5
Cc1c(C(=O)NCc2ccc(F)cc2)sc(=O)n1Cc1ccc(C(=O)c2ccccc2)cc1 | -7.2
O=C(NCCN1CCCCCC1)C1CCCN(S(=O)(=O)N2CCCC2)C1 (configuration not stated) | -2.2
COc1cccc(CN2CCC2(C)C(=O)NCCNC(C)=O)c1OC (configuration not stated) | -11.9
Cc1oc(-c2ccco2)nc1CSCC(=O)N1CCC(C)CC1 | -3.7
CCOC(=O)N1CCN(C2CCCN(C(=O)c3cnc4ccccn4c3=O)C2)CC1 (configuration not stated) | -4.4&-2.2
Cn1nc(C(=O)N(c2ccccc2)c2ccccn2)c2ccccc2c1=O | 0.7
CCOc1ccc(-n2nnc3c(=O)[nH]cnc32)cc1 | -7.1
Cc1cccc(Nc2ccc(N3CCN(S(C)(=O)=O)CC3)nn2)n1 | -12.3
CN(CC1CCN(CCc2ccc(F)cc2)CC1)C(=O)CC1CCS(=O)(=O)C1 (configuration not stated) | 10.6
Cc1ccccc1NC1=C([N+](=O)[O-])CS(=O)(=O)C1 | -1.6

Additional results:
SMILES | mcGAS RapidFire
Cn1c(Cl)cnc1CNc1ccc(Cl)cc1F | -6.2
CCOC(=O)Cn1c(=O)c2c(nc3n2CCCCN3c2ccc(OCC)cc2)n(C)c1=O | -4.1
O=c1c2sccc2ncn1Cc1noc(-c2ccsc2)n1 | -1.1
Cc1ccc(C2=NC3(CCCC3)NC2=S)cc1 | -5.5
COc1ccc(C(=O)NC(=O)Nc2cc(C)ccn2)cc1 | -2.2
OCCN(CCO)c1nc(N2CCCCC2)c2nc(N(CCO)CCO)nc(N3CCCCC3)c2n1 | -1.1&3.3
COc1cc(C(=O)N2C[C@H](O)[C@@H](N3CCOCC3)C2)ccn1 | -9.5
CCOC(=O)Nc1ccc2c(c1)C(=O)N(CC)c1ccccc1O2 | -5.6
CCOCCn1c(=O)c2c(nc3n2CC(C)CN3c2ccc(F)cc2)n(C)c1=O (configuration not stated) | -6.0
O=C(NCCc1nc(-c2ccccc2)cs1)c1ccc(-n2cnnc2)cc1 | -6.7
O=C(NC1CCC(O)CC1)c1cccnc1Sc1ccccc1 (configuration not stated) | -4.3
CCc1ccc(-c2nccn2-c2ccccc2CCO)o1 | 6.3
CC(C)(NC(=O)c1cccs1)C(=O)N1CCCC2(CC1)CNC(=O)O2 (configuration not stated) | -9.6
Cc1cc(C)n(C(=O)C(C(=O)c2ccccc2)C(C)C)n1 (configuration not stated) | -6.7
CN(Cc1ccccc1)c1ncccc1CNc1ncc(Cl)cn1 | -12.3
COc1ccc(-c2noc(CCC(=O)Nc3nc4ccccc4s3)n2)cc1 | -6.8
Cc1ccc2c(c1)c1c(n2C)C(C#N)CCC1 (configuration not stated) | -6.1
CSc1ccc(/C=C2N=C(/C=C/c3ccccc3)OC/2=O)cc1 | -8.3
Cc1cn2nc(Oc3ccc(Br)cc3F)sc2n1 | -3.1
COc1ccc2c(c1)c(C(=O)N1CCC3(CCNCC3)CC1)c(C)n2C | -6.0
COc1ccc(-n2ccnc2-c2nc(-c3cccs3)oc2C)cn1 | 1.2
C=C(C)Cn1c(SCC(=O)N=Nc2c(O)[nH]c3ccccc23)nnc1-c1ccc(Br)cc1 | -13.8
COc1ccc(C(c2c(O)cc(C)n(Cc3ccccc3)c2=O)N2CCN(CCO)CC2)cc1 (configuration not stated) | 9.6
Cn1ccc(NC(=O)CCN2C(=O)COc3ccccc32)n1 | -12.1
Cc1nc(NC(=O)C2CCCC2)sc1-c1n[nH]c(=S)n1C1CC1 | -7.0

Among those listed so far, these have a tert-butyl group.
SMILES | mcGAS RapidFire
CCCCNC(=O)CN1CCN(Cc2csc(C(C)(C)C)n2)CC1 | -10.2
CC(NC(=O)c1ccc(Br)s1)C(=O)Nc1cnc(C(C)(C)C)nc1 (configuration not stated) | -0.7

(next part)
SMILES | mcGAS RapidFire
CCn1cnc2c(nnn2C)c1=O | -2.9
CC(NC(=O)CCn1nnnc1CN1CCOCC1)c1cnn(-c2ccccc2)c1 (configuration not stated) | -1.5
CC(C)C(NCC(=O)NCc1ccccc1F)c1ccccn1 (configuration not stated) | 11.1
CNC(=O)COc1ccc(-c2ccccc2)cc1Br | -7.7
COc1ccc(-c2nnc(SCC(=O)N(C3CC3)C3CCS(=O)(=O)C3)o2)cc1OC (configuration not stated) | -9.0
Cc1ccc2nc(NC(=O)CSc3nc4c(c(=O)n3C)SC(C)C4)sc2c1 (configuration not stated) | -5.2
CCn1ccnc1CNC(=O)c1coc(COc2ccc(F)cc2Cl)n1 | -6.3
Cc1ccc(N(CCC#N)C(=O)CCc2ccncc2)cc1 | -3.1
O=C(NCCCl)NCc1nnnn1-c1ccc(F)c(F)c1 | 19.1
O=C(c1c(F)ccc(S(=O)(=O)NC2CC2)c1F)N1CCCCC1 | -4.0
CC(C)c1nc2sc3c(N4CCCC4)ncnc3c2c2c1COC(C)(C)C2 | 1.8
N#Cc1cc(C#N)c(SCc2c(Cl)ccc3cccnc23)nc1N | -8.2
COC(=O)C1=C(C)N(CC2CCCO2)C(=O)/C1=C\c1cc(C)n(-c2ccccc2F)c1C (configuration not stated) | -5.3
CC(C)c1cccc(C(C)C)c1NC(=O)C(C)(C)C | -10.0
CN(C)C(CNc1ncnc2c1c(Br)nn2C)C1CC1 (configuration not stated) | 0.9
COCCC1CCCCN1C(=O)Cc1c[nH]c2ccccc12 (configuration not stated) | -2.9
Cc1ccsc1[C@@H]1CCN(Cc2cncn2Cc2ccccc2)C[C@H]1O | -12.2
CCn1c(C)c(C(C)(C)C)sc1=NS(=O)(=O)c1ccc(Cl)cc1 | -15.1&-0.1
Cc1ccc(F)cc1C(=O)NNC(=O)c1csc(N2CCOCC2)n1 | -4.9
Cc1cccc(NS(=O)(=O)c2ccc(F)cc2F)c1C(=O)O | -9.9
COc1ccccc1N1CCN(C(=O)CCn2cncn2)CC1 | -8.1
CCn1nnc2c(=O)n(CC(=O)N(C(C)C)C(C)C)cnc21 | 0.4
CCCCn1c(-c2cc3c(s2)CCC3)nc2cc(S(N)(=O)=O)ccc21 | -3.2
NC(=O)CS(=O)(=O)Cc1c(Cl)cccc1Cl | -5.6
COc1cc(CC(CN)CO)cc(OC)c1 (configuration not stated) | -4.2

(listing goes on)
SMILES | mcGAS RapidFire
Cc1cc2ncn(CC(NC(=O)C3CC3c3cccnc3)C3CC3)c2cc1C (configuration not stated) | -3.1
CC1Oc2ccc(-c3cccc(F)c3)cc2N(c2ccccc2)C1=O (configuration not stated) | -6.6
COc1ncc(CN(C)Cc2ccc(C)o2)cn1 | -19.5
c1ccc2oc(NC3=NCN(CCN4CCOCC4)CN3)nc2c1 | 8.4
Cc1cc(=O)[nH]c(SCCOCCSc2ccc(Cl)cc2)n1 | -3.3
CCOCCCNC(=O)c1cnc2nc3ccccc3n2c1N | 6.3
COc1ccc(Cl)cc1C(=O)NCCc1ccc(S(=O)(=O)NC(=O)NC2CCCCC2)cc1 | -6.3&-0.3
Cc1nc2n(n1)C(=O)C(C(c1ccc([N+](=O)[O-])cc1)N1CCCCC1)S2 (configuration not stated) | -5.4

Four structures from above, sorted by SMILES length, rising.
SMILES | mcGAS RapidFire
Cc1cc(=O)[nH]c(SCCOCCSc2ccc(Cl)cc2)n1 | -3.3
CC1Oc2ccc(-c3cccc(F)c3)cc2N(c2ccccc2)C1=O (configuration not stated) | -6.6
Cc1nc2n(n1)C(=O)C(C(c1ccc([N+](=O)[O-])cc1)N1CCCCC1)S2 (configuration not stated) | -5.4
COc1ccc(Cl)cc1C(=O)NCCc1ccc(S(=O)(=O)NC(=O)NC2CCCCC2)cc1 | -6.3&-0.3
